Screening data (PubChem)
PglD inh: C. jejuni PglD acetyltransferase inhibitors, primary screen, biochemical, DTNB colorimetric, single point; inhibition, % at 12.5 µM; 0.098% of 360,000 active; AID 602405, 2012; purified PglD enzyme, DTNB colorimetric CoA detection; UDP-N-acetylbacillosamine N-acetyltransferase PglD (Campylobacter jejuni); in the data active means inhibition above about 16%, passing the limit was not always enough; further: strong numbers were not always called active
PGC1a acetyl inh: inhibitors of PGC1a acetylation signal, primary screen, cell-based, U2OS, AlphaScreen, inhibitor mode; AlphaScreen anti-acetyl-lysine; with virally co-expressed GCN5 acetyltransferase; inhibition, % at 15.6 µM; 0.17% of 350,000 active;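 active means every replicate shows inhibition of at least 40%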;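 further: 0% = neutral control wells and 100% = positive control wells; some results beyond the cut were filed as inactive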
FN deposit inh: inhibitors of fibronectin matrix deposition, primary screen, AH1F cells, Alexa488-fibronectin fluorescence, plate reader | AH1F fibroblasts, overnight | inhibition, % at 12.6 µM | 0.086% of 350,000 active | AID 743247, 2014;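 active means mean inhibition across replicates of 30% or more, regardless of how many single replicates reach that level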;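 further: positive control wells lacked labelled fibronectin entirely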
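material = AH1F fibroblast monolayer depositing Alexa488-labelled fibronectin into matrix | amount = 10000 AH1F cells/well | buffer or medium = DMEM plus 2% serum, read in PBS | incubation = 1 h cell adhesion before compound, then overnight fibronectin incubation | detection = fluorescence at 485 nm excitation, 525 nm emission | evaluation = percent inhibition as loss of matrix-bound fibronectin fluorescence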
PAX8 reporter: inhibitors of PAX8-driven TPO luciferase reporter, primary screen, RMG-I cells, single concentration. 1.2% of 360,000 active. inhibition, % at 12.6 µM. SteadyGlo, 24 h;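 active means mean replicate inhibition at least 60% with every replicate also reaching 60%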;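 further: luciferase light reporting Pax8 driven TPO promoter activity; plate controls were median of neutral control wells for no effect and mitoxantrone controls for full effect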
ERAP1 inh: human ERAP1 aminopeptidase inhibitors, primary screen, biochemical, single point, plate reader; Endoplasmic reticulum aminopeptidase 1 (Homo sapiens), Q9NZ08; recombinant ERAP1, Leu-AMC fluorescence, 60 min; inhibition, % at 10.7 µM; 0.15% of 340,000 active;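 active means mean replicate inhibition of at least 30%, or all replicates individually reaching that 30% level; inactive means mean below 30% and not every replicate reaching it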;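 further: 0% = neutral control wells and 100% = L-leucinethiol positive control wells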
Target sequence (Q9NZ08 whole entry, looked up): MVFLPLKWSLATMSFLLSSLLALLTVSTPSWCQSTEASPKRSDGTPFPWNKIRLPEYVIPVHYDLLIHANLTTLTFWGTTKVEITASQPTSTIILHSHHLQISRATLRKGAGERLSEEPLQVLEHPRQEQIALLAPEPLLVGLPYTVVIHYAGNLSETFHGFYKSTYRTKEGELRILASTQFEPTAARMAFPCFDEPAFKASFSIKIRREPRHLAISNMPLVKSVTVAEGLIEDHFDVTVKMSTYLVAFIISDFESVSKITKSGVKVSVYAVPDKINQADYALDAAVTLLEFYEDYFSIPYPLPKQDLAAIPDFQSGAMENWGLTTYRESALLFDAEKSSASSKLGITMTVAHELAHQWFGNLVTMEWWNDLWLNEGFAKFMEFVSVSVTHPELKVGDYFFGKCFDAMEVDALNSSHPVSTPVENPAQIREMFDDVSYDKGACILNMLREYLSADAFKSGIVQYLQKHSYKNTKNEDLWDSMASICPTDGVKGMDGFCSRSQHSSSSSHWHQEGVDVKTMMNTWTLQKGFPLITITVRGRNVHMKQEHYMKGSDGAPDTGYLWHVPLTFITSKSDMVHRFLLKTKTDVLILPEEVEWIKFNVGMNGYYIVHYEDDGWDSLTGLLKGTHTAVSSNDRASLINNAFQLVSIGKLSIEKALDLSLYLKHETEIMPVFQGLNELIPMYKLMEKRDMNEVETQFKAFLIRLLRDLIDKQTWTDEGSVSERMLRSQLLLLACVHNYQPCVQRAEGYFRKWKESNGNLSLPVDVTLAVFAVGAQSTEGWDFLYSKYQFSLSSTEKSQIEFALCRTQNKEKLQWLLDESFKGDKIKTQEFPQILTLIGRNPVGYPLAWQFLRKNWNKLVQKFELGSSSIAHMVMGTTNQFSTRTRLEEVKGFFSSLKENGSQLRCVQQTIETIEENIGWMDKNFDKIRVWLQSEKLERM
LGR2 antag: inhibitors of bursicon-induced LGR2 CRE-luciferase signal, primary screen, cell-based, HEK293, CRE-luciferase reporter, bursicon stimulation; bursicon-stimulated, 4 h; inhibition, % at 9.99 µM; 0.35% of 380,000 active; AID 720647, 2013;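 active means drop in luminescence signal, shown as inhibition above about 50% in the replicate tests, limit read from the data, passing the limit was not always enough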;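 further: agonist challenge used bursicon conditioned medium at about half maximal strength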
EWS-Fli block: EWS/Fli-driven NR0B1 reporter inhibitors, primary screen, A673 cells, NR0B1 luciferase, luminescence, MLPCN library; viability-normalised; 0.67% of 350,000 active; inhibition, % at 12.6 µM;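 active means mean inhibition of at least 50% after viability correction, with every replicate also passing that limit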;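 further: firefly luciferase signal divided by Alamar Blue viability fluorescence both relative to DMSO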
S100A4 MyoIIA: inhibitors of S100A4-myosin IIA peptide binding, primary screen, biochemical, fluorescence polarization, TAMRA-MyoIIA peptide | Protein S100-A4 (Homo sapiens), P26447 | inhibition, % at 10.7 µM | 0.14% of 360,000 active | AID 652163, 2013;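 active means mean inhibition of at least 70% across replicates, with every replicate also reaching that level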
Target sequence (P26447 whole entry, looked up): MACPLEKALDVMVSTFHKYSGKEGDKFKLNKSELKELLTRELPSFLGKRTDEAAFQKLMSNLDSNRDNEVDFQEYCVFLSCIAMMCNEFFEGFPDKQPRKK
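Material: S100A4 monomer (human). Medium: Calcium-containing HEPES buffer, pH 7.2. Probe or stimulus: labelled myosin peptide probe, 5 nM. Compound dosing: one concentration per compound. Timing: polarization read 5 min after assay mix addition, stable 5–60 min. Benchmarks: DMSO as neutral control, TFP as positive control.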
* marks the source's active call; other numbers are inactive results; . = no result given; & = joins results of further samples.

SMILES	PglD inh	PGC1a acetyl inh	FN deposit inh	PAX8 reporter	ERAP1 inh	LGR2 antag	EWS-Fli block	S100A4 MyoIIA
CCc1ccc(N(CC(=O)NC2CCCC2)C(=O)CCC(=O)Nc2ccccn2)cc1	-2.6	.	-4.9	-3.2	0.6	5.2	-0.8	-10.6
COc1ccc(NC(=O)c2c(Cl)nc3ccccn23)cc1	.	4.3	0.8	-8.4	-0.7	2.1	-18.2	5.7
O=C(O)c1cccc(-n2cccc2/C=C2/NC(=O)N(Cc3ccccc3F)C2=O)c1	.	-0.7	-2.8	20.6	-0.4	6.5	4.0	3.6
O=S(=O)(CC(O)COc1ccc(Br)cc1)c1ccccc1 (centres undefined)	.	.	6.7	11.3	.	-5.3	6.7	2.9
Cc1ccccc1OCC(=O)NNC(=S)NC(=O)c1ccccc1[N+](=O)[O-]	5.2	3.9	4.9	-3.5	4.4	-14.6	-4.3	4.2
O=S(=O)(Nc1ccc(N2CCCCC2)cc1)c1ccc(F)cc1	-8.3	4.0	0.9	-6.2	1.4	-24.7	4.2	-7.0
CN1CCc2c(OCC(=O)N3N=C(c4cccs4)CC3c3ccc(F)cc3)cccc2C1=O (centres undefined)	0.3	-6.1	0.2	-0.2	2.3	.	14.5	-4.9
Brc1ccc(-c2csc(N3CCOCC3)n2)cc1	.	.	-11.0	-212.0	0.0	-26.9	-67.7	4.2
O=C(NCc1ccco1)/C(=C\C=C\c1ccccc1)NC(=O)c1ccccc1Br	-1.6	.	-2.6	-8.0	-1.6	-10.2	-4.3	-10.5
CCOC(=O)c1ccc(-n2cnc(-c3ccc([N+](=O)[O-])cc3)c2)cc1	2.8	-3.4	8.6	7.0	1.6	-9.5	-0.3	54.3
CCOC(=O)C1CCN(C(=O)c2ccccc2NS(=O)(=O)c2cc(C)ccc2C)CC1	-0.4	3.6	3.9	-14.8	.	6.7	.	.
Cc1sc2ncnc(N3CCC(C(=O)N(CC(C)C)c4nc5ccccc5s4)CC3)c2c1C	-4.9	.	4.4	-14.6	-0.7	6.5	14.7	-3.9
CCOc1ccc2c(c1)sc(=NC(=O)C1CC1)n2C	-0.8	-11.9	.	.	0.5	-47.0	-94.6	7.3
COC(=O)c1c(NC(=O)C2CCCCC2C(=O)O)sc2c1CCCCC2 (centres undefined)	.	.	-8.1	-28.8	-3.4	-27.4	-13.6	-0.6
Cc1ccc(C(=O)N2CCN=C2SCc2ccc([N+](=O)[O-])cc2)cc1	.	.	-4.5	10.8	3.7	.	-3.6	-2.8
CCCCNC(=O)CC1C(=O)N(Cc2ccccc2)C(C)c2nc3ccccc3n21 (centres undefined)	-3.9	1.3	-0.2	.	.	17.4	.	.
Cc1nc(C2CCC3C4CCC5=CC(=O)CC[C@]5(C)C4CC[C@]23C)cs1 (some centres undefined)	.	.	-4.1	11.9	-0.8	27.6	9.9	-2.6
Cc1ccnc(NC(=O)Cc2ccc([N+](=O)[O-])cc2)c1	.	8.3	4.5	-12.3	-6.0	8.8	-17.1	0.5
COc1cc(/C=C/C(=O)c2ccc(F)cc2)cc(OC)c1OC	-2.6	-34.5	.	-4.3	-1.2	.	9.3	-2.3
CCC(=O)Nc1ccc2c(c1)C(=O)N(C)C[C@@H](OC)[C@@H](C)CN(CCC(F)(F)F)[C@@H](C)CO2	-1.3	-0.3	-8.8	-2.5	3.1	-10.4	-4.8	-3.3
N#Cc1c(/N=C/c2ccc(-c3ccccc3C(=O)O)o2)sc2c1CCCC2	-3.8	-1.4	2.0	-31.0	13.7	-128.0	-14.6	2.9
COc1ccc(NC(=O)Nc2ccc3c(c2)C(=O)N([C@H](C)CO)C[C@H](C)[C@H](CN(C)Cc2ccc(C(=O)Nc4ccccc4N)cc2)OCCCC[C@@H](C)O3)cc1	.	5.6	.	-16.6	2.4	2.8	-5.9	5.2
Cc1ccc(-c2nnc(COC(=O)c3cc(=O)[nH]c4ccccc34)o2)cc1	1.7	3.2	-7.1	-0.1	-1.6	6.7	-7.1	-2.4
COc1cc(SC)ccc1C(=O)OCC(=O)N1CC(=O)Nc2ccccc21	-2.5	8.0	-0.5	.	-2.7	-1.2	-3.7	0.4
O=C(NC1CC1)c1cccc(NC(=O)C2CCC2)c1	-7.9	16.9	-3.5	-19.8	0.3	-4.4	-5.2	-3.5
Cc1ccc(C(=O)N2CCN(c3cccc(C)c3C)CC2)cc1S(=O)(=O)N1CCOCC1	3.4	.	4.3	22.6	-0.8	-0.7	3.5	-5.0
CC1CCCN(CCCNC(=O)c2ccc(N3CCCC3=O)cc2)C1 (centres undefined)	1.4	-0.1	-8.5	-2.8	-1.7	-0.4	.	0.1
COc1cc(C)c(C)cc1S(=O)(=O)n1c(C)nc2ccccc21	-4.0	.	3.7	1.9	-0.6	-4.0	4.9	-6.6
CCc1ccccc1NCc1cc(=O)oc2cc(C)ccc12	-4.0	.	-7.9	11.1	8.2	1.3	3.0	2.1
O=S(=O)(N[C@@H]1CC[C@H](CCn2cc(-c3ccccn3)nn2)O[C@@H]1CO)c1cccc(F)c1	4.6	-10.3	1.8	0.2	-1.4	4.1	-0.7	-4.3
COc1ccc([N+](=O)[O-])cc1NC(=O)CCN1CCN(CCO)CC1	4.7	-1.1	2.6	4.2	-1.4	.	-14.6	0.1
COC(=O)/C(=N/Nc1ccccc1OC)N1CCCc2ccccc21	.	-5.1	12.6	10.9	2.1	5.0	10.6	-1.3
COc1ccc(CC(=O)NNC(=O)c2cc(C)[nH]n2)cc1	0.0	.	.	-0.8	2.5	21.0	.	-0.8
COc1ccc(C(=O)NNC(=O)C2CCCO2)cc1 (centres undefined)	.	9.0	-1.0	-8.1	-3.2	-10.1	1.3	2.6
CC1(C)Cc2c(sc(NC(=O)C(=O)N3CCOCC3)c2C(N)=O)CO1	.	5.3	5.0	4.6	1.9	4.5	.	-4.7
CCOC(=O)c1cnn(CCOC(=O)c2ccc(F)cc2)c1NC(=O)c1ccc(F)cc1	-3.3	.	-1.6	20.7	2.3	-11.2	-5.5	-1.4
COc1ccccc1CNC(=O)C1CCN(S(=O)(=O)c2ccc3c(c2)NC(=O)CO3)CC1	-3.0	-3.8	0.6	-14.3	-2.1	20.2	.	-3.2
C[C@H](CO)N1C[C@H](C)[C@@H](CN(C)Cc2ccc(C(=O)O)cc2)Oc2ccc(NS(C)(=O)=O)cc2C1=O	-0.1&2.1	-12.3	-0.4	-17.3	0.8&-2.2	0.3	-3.8&-6.0	-44.4&1.8
COC(=O)CNC(=O)c1ccccc1	-3.4	9.0	.	.	.	16.8	0.4	-0.5
O=C(Nc1ccccc1Cl)N1CCCN(c2nc(-c3ccccc3)ns2)CC1	3.7	-7.6	-3.7	-0.2	.	-3.5	19.4	-1.2

For convenience, some entries already given.
SMILES	PglD inh	PGC1a acetyl inh	FN deposit inh	PAX8 reporter	ERAP1 inh	LGR2 antag	EWS-Fli block	S100A4 MyoIIA
Cc1ccc(-c2nnc(COC(=O)c3cc(=O)[nH]c4ccccc34)o2)cc1	1.7	3.2	-7.1	-0.1	-1.6	6.7	-7.1	-2.4
COc1cc(SC)ccc1C(=O)OCC(=O)N1CC(=O)Nc2ccccc21	-2.5	8.0	-0.5	.	-2.7	-1.2	-3.7	0.4
O=C(NC1CC1)c1cccc(NC(=O)C2CCC2)c1	-7.9	16.9	-3.5	-19.8	0.3	-4.4	-5.2	-3.5
Cc1ccc(C(=O)N2CCN(c3cccc(C)c3C)CC2)cc1S(=O)(=O)N1CCOCC1	3.4	.	4.3	22.6	-0.8	-0.7	3.5	-5.0

The list continues.
SMILES	PglD inh	PGC1a acetyl inh	FN deposit inh	PAX8 reporter	ERAP1 inh	LGR2 antag	EWS-Fli block	S100A4 MyoIIA
O=C(CN(C(=O)CNC(=O)c1cccs1)c1cccc(F)c1)NC1CCCC1	-2.3	.	2.5	-10.3	-0.5	14.9	-8.7	-2.4
Nn1c(SCC(=O)Nc2ccc(N3CCOCC3)cc2)nnc1-c1cccc(F)c1	7.6	.	2.6	-48.6	2.8	-12.0	-31.1	-1.8
O=C(NCCC(F)(F)F)C1Cc2c(-c3ccccc3Oc3ccccc3)ccnc2O1 (centres undefined)	6.4	.	2.1	8.4	1.0	26.6	-4.3	-9.5
COCC1OC(OC(C)C(O)c2cnc3nc(N)[nH]c(=O)c3n2)C(O)C(OC)C1O (centres undefined)	-0.6	-3.5	.	.	32.8*	-1.8	-7.7	-7.9
CCC(=O)Nc1ccc2c(c1)C(=O)N(C)C[C@H](OC)[C@H](C)CN(Cc1ccccc1F)[C@@H](C)CO2	-0.7	-6.2	1.8	3.7	-0.5	7.6	-1.2	4.4
C[C@H]1CN=C2N(CCNC(=O)CCC3CCCCC3)[C@H](Cc3ccc(O)cc3)CN21	-1.9	0.4	-6.4	1.7	.	-25.5	9.9	9.2
Cc1ccc(S(=O)(=O)N(C)C[C@H]2Oc3c(NC(=O)c4ccc(-c5nccs5)cc4)cccc3C(=O)N([C@@H](C)CO)C[C@H]2C)cc1	-3.4	-2.9	.	11.8	-0.1	-5.8	15.4	12.9
COc1cccc(CC(=O)OC(C)C(=O)NCc2ccc3c(c2)OCO3)c1 (centres undefined)	.	-2.7	-3.2	.	3.3	0.8	-2.4	-1.7
C[C@H]1CN([C@@H](C)CO)C(=O)c2cc(NS(=O)(=O)c3cn(C)cn3)ccc2O[C@H]1CN(C)Cc1ccccc1	-1.2	.	.	-12.0	-1.5	9.9	-1.2	-11.5
CC1(C(=O)NCCC(F)(F)F)Cc2c(-c3cccc(C(F)(F)F)c3)ccnc2O1 (centres undefined)	-0.6	4.2	5.3	9.5	-4.8	10.9	42.0	-9.3
Brc1ccccc1-n1nnc(-c2cnc3ccccc3c2)n1	1.2	.	3.8	-117.9	-1.5	14.0	40.3	-3.4
O=C(N/N=C/c1ccc(F)cc1)c1cccc(NC(=O)c2ccccc2Cl)c1	0.8	.	2.2	-35.2	-0.8	-34.3	-45.0	-1.8
CN(C(=O)COC(=O)CSc1ccc(C(N)=O)cc1[N+](=O)[O-])C1CCS(=O)(=O)C1 (centres undefined)	-1.3	5.0	3.7	-15.0	2.8	1.8	0.3	14.7
O=C(NCC1CCCO1)c1ccc(COc2ccccc2)o1 (centres undefined)	.	.	1.3	.	3.1	8.6	0.2	-5.6
C[C@@H]1CN([C@@H](C)CO)C(=O)c2cc(C#CC3CCCCC3)cnc2O[C@H]1CN(C)S(C)(=O)=O	2.4	-12.2	-14.8	-6.0	-5.8	1.6	-57.8	9.0
Cn1cc(C(=O)NC2CCCCC2)c(=O)c2cc(S(=O)(=O)N3CCCC3)ccc21	-2.8	.	.	.	-0.5	2.3	.	-7.6

Structures listed so far that contain an aryl thioether with sulfur outside any ring, in the order listed:
SMILES	PglD inh	PGC1a acetyl inh	FN deposit inh	PAX8 reporter	ERAP1 inh	LGR2 antag	EWS-Fli block	S100A4 MyoIIA
COc1cc(SC)ccc1C(=O)OCC(=O)N1CC(=O)Nc2ccccc21	-2.5	8.0	-0.5	.	-2.7	-1.2	-3.7	0.4
Nn1c(SCC(=O)Nc2ccc(N3CCOCC3)cc2)nnc1-c1cccc(F)c1	7.6	.	2.6	-48.6	2.8	-12.0	-31.1	-1.8
CN(C(=O)COC(=O)CSc1ccc(C(N)=O)cc1[N+](=O)[O-])C1CCS(=O)(=O)C1 (centres undefined)	-1.3	5.0	3.7	-15.0	2.8	1.8	0.3	14.7
